# TbHK1 inh = Trypanosoma brucei hexokinase 1 inhibitors, primary screen, biochemical, G6PDH-coupled NADH absorbance, MLSCN library. 220,000 compounds, 0.11% hits. recombinant TbHK1, G6PDH-coupled NADH A340. hexokinase 1 [Trypanosoma brucei]. inhibition, % at 10 µM;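 active means inhibition of 50% or more in the single-dose primary screen; inactive means inhibition below 50%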
# Ba/F3 V617F tox = reduced viability of JAK2V617F-dependent Ba/F3 cells, primary screen, JAK2V617F inhibitor project, cell-based, Ba/F3 EpoR-JAK2V617F, luminescence. ATP luminescence. 220,000 compounds, 1.1% hits. inhibition, % at 5.6 µM;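 active means inhibition above the campaign mean plus 3 SD over all tested compounds, cut at about 24% in these data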;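 further: cytokine-independent growth of Ba/F3 cells driven by EpoR plus mutant JAK2; 0% = DMSO-treated cells and 100% = JAK inhibitor I control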
# p97 ATPase inh = inhibitors of human p97 ATPase, primary screen, biochemical; 220,000 compounds, 0.42% hits; inhibition, % at 8 µM; recombinant p97 ATPase, Kinase-Glo ATP luminescence, 3 h; AID 1481, 2009; in the data active means inhibition above about 15%;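 further: 0% = DMSO vehicle and 100% = wells lacking enzyme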
# PGE2 EP2 inh = human EP2 receptor antagonists, primary screen, TR-FRET cAMP, C6 glioma cells; AID 1422, 2008; Prostaglandin E2 receptor EP2 subtype (Homo sapiens), P43116; inhibition, % at 25 µM; C6 glioma cells expressing human EP2; cells stimulated with saturating PGE2; 260,000 compounds, 0.52% hits;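 active means percent inhibition above 40 after rounding to a whole number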;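 further: rat C6 glioma host cells with rolipram phosphodiesterase inhibitor present; the protocol text gives 20 µM as final concentration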
# Target sequence (P43116 whole entry, looked up): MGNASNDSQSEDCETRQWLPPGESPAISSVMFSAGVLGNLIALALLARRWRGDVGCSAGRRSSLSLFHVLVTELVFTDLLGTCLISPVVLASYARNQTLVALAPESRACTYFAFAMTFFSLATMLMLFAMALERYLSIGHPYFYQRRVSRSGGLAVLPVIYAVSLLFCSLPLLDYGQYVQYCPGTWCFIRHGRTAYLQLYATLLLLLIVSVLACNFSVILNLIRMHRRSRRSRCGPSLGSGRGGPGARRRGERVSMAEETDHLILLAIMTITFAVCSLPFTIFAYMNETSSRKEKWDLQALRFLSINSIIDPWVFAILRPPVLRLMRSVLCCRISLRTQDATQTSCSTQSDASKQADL
# BaF3 parental = parental Ba/F3 cell viability inhibition, counter-screen for JAK2V617F inhibitor project, murine pro-B, CellTiter-Glo luminescence; CellTiter-Glo ATP luminescence; inhibition, % at 5.6 µM; 220,000 compounds, 1.1% hits;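 active means inhibition above a per-campaign cutoff, the mean inhibition of all tested compounds plus 3 SD, cut at about 27% in these data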;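 further: 0% = DMSO wells and 100% = JAK Inhibitor I control wells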
# NCF1 inh = p47phox/p22phox peptide binding inhibitors, primary screen, biochemical, uHTS, NADPH oxidase regulatory subunit; Neutrophil cytosol factor 1 (Homo sapiens), P14598; fluorescence polarization, 2 h; inhibition, % at 24.7 µM; 220,000 compounds, 0.53% hits; AID 1274, 2008;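 active means inhibition above about 30%, limit read from the data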;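 further: 0% = p47phox with labelled peptide and 100% = labelled peptide alone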
# Furin inh = human furin inhibitors, primary screen, biochemical, fluorescence intensity; P09958; purified furin, fluorogenic substrate cleavage; inhibition, % at 30 µM; 220,000 compounds, 0.061% hits; in the data active means inhibition above about 25%; further: inactives centre near -15
# Target sequence (P09958 108-714 limits assumed): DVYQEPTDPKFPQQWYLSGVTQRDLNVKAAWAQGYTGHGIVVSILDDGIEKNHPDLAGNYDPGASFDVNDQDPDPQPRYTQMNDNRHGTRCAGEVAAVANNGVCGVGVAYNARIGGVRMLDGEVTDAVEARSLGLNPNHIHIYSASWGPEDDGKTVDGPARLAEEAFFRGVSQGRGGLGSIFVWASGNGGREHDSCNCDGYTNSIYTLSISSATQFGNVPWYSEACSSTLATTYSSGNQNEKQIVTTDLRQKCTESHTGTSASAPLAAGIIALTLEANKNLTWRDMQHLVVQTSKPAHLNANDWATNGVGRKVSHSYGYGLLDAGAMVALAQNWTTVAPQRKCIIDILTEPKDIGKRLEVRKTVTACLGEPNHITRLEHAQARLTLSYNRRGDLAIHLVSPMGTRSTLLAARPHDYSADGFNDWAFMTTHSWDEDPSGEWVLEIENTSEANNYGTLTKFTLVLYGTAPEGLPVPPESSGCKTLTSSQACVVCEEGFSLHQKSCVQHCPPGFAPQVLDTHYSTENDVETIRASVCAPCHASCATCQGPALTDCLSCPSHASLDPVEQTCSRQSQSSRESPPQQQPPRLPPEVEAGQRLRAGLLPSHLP
# PPC-1+TRAIL kill = compounds killing PPC-1 cancer cells with TRAIL present, primary screen, TRAIL potentiator project, ATPLite luminescence, uHTS | PPC-1 cells + TRAIL, ATPLite viability luminescence | cell killing (% activity), % at 4 µM | 220,000 compounds, 0.41% hits | AID 1443, 2008;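 active means cell killing above 50% in the first pass at 4 µM, then a duplicate retest at 5 µM averaging 50% or more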;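 further: plate controls were cells with TRAIL plus DMSO for no effect and medium-only wells lacking cells for full effect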
# RBBP9 inh = human RBBP9 inhibitors, primary screen, biochemical, fluorescence polarization, FP-Rh probe, HTS. inhibition, % at 7.94 µM. AID 1515, 2009. 220,000 compounds, 0.2% hits. recombinant RBBP9. Serine hydrolase RBBP9 (Homo sapiens), O75884;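 active means inhibition above the campaign mean of all tested compounds plus 3 SD, cut at about 14% in these data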;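 further: plate controls were DMSO wells with RBBP9 for no effect and wells lacking RBBP9 protein for full effect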
#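 Test system: recombinant human RBBP9; Timing: 30 min then 45 min, 25 °C; Detection: fluorescence polarization; Control set: RBBP9 with DMSO as uninhibited control, no-protein wells as full inhibition; Compound dosing: one concentration, 7.94 µM nominal, 0.794% DMSO; Probe or stimulus: FP-Rh activity-based probe, 375 nM before mixing.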
# The depositor's hits bear a star; . = no result given; & = joins results of further samples; [ ] = another dose, or the depositor's remark.
SMILES,TbHK1 inh,Ba/F3 V617F tox,p97 ATPase inh,PGE2 EP2 inh,BaF3 parental,NCF1 inh,Furin inh,PPC-1+TRAIL kill,RBBP9 inh
COc1ccc(C(=O)Nc2cnn(Cc3ccc(Cl)cc3)c2)cc1OC,0,35*,5,20,36*,-32,-19,-5,3
Cc1nc(-c2ccc(S(=O)(=O)N3CCCN(CCc4ccccc4)CC3)s2)cs1,8,-1,-16,10,-1,5,-8,25,-5
CCOc1ccc(C(=O)NC2CCN(C(=S)Nc3ccccc3C)CC2)cc1,1,-3,5,2,-3,-1,-13,0,0
Cc1cc(C)nc(NS(=O)(=O)c2ccc(-n3cccc3)cc2)n1,8,-1,0,5,1,-16,-15[20 µM],-21,1
CC1Cc2ccccc2N1C(=O)Cn1c(=O)oc2cc(S(=O)(=O)NC3CCCC3)ccc21 (stereo unspecified),8,1,9,14,3,-110,-18,14,0
N#Cc1c(N)nc(SCC(=O)NCc2ccc3c(c2)OCO3)c(C#N)c1-c1cccs1,6,-3,8,15,10,1,-32,-3,1
COc1cccc(S(=O)(=O)NCc2ccc(C(=O)Nc3cccc(Cl)c3)cc2)c1,6,2,-2,21,2,-10,-13[20 µM],18,-37
CCOC(=O)c1c(C)[nH]c(C)c1C(=O)COC(=O)c1ccc(Cl)c(S(=O)(=O)NCc2ccccc2)c1,3,-2,2,15,0,-44,2[20 µM],25,-7
Clc1ccc(SCCCCN2CCNCC2)cc1,12,2,0,10,10,-13,-26,13,2
Cc1ccc(CSCC(=O)NCc2ccco2)cc1,5,4,-3,5,9,2,-15,-13,-2
O=C(NCc1ccccc1)c1ccc(Cl)cc1[N+](=O)[O-],4,5,-3,8,6,-13,-11[20 µM],12,-10
Cc1ccc(OCC(=O)NCc2ccccn2)c(Br)c1,0,-1,4,18,2,-18,-1,-13,-7
CN(CC(=O)Nc1ccc(F)c(F)c1)S(=O)(=O)c1cccc2nsnc12,4,1,-3,11,6,-3,-13,9,0
CN(C)S(=O)(=O)N1CCN(S(=O)(=O)c2ccc3ccccc3c2)CC1,-2,-1,2,23,5,-8,-19[20 µM],22,-1
CN(CCCNS(=O)(=O)c1cccc2cccnc12)Cc1ccccc1,4,4,-1,14,12,-14,-12,30,-3
Cc1ccc(N2C(=O)CC(N3CCN(C4CCc5ccccc5C4)CC3)C2=O)cc1 (stereo unspecified),-7,-3,1,13,-3,-1,-21,2,-2
COC(=O)CCC(=O)Nc1ccc(N=Nc2ccccc2)cc1,-12,-1,-2,9,1,1,-10,17,-6
CN1CCN(C(=S)NC(CC(=O)c2ccccc2)c2ccccc2)CC1 (stereo unspecified),-9,0,-7,7,1,1,-10,9,-4
CC(NS(C)(=O)=O)C(c1cccs1)N1CCN(c2ccc(F)cc2)CC1 (stereo unspecified),-11,2,-1,7,1,-7,-13,2,2
S=C(NCCCN1CCOCC1)N1CCOCC1,-3,-3,6,7,2,0,-27,7,-8
CCN(CC)c1nc2n(c(=S)n1)CCS2,-12,2,-1,8,7,-9,-29,6,1
CSc1ccc(N2C(=O)NC3(CCCCC3)C2=O)cc1,1,4,3,32&12,2,-10,-13,18,-4
CCOC(=O)Cc1csc(NC(=S)NC(=O)c2ccc(F)cc2)n1,-3,-2,1,.,3,0,-16[20 µM],24,-7
CCOc1ccc(NC(=O)C(=S)NC2CCCCC2)cc1,2,1,-3,8,6,-1,-15,8,-6
CCC(C)(C)NC(=O)C(c1cccs1)N(C(=O)c1ccn[nH]1)c1cccc(OC)c1 (stereo unspecified),-13,0,1,3,5,-1,-19,5,-3
# Further results
SMILES,TbHK1 inh,Ba/F3 V617F tox,p97 ATPase inh,PGE2 EP2 inh,BaF3 parental,NCF1 inh,Furin inh,PPC-1+TRAIL kill,RBBP9 inh
Cc1cc(C(C)(C)C)c(O)c(C)c1CC1=NCCN1,-1,-1,6,13&15&11,10,-2,-24,7,-7
S=C(Nc1ccc(Oc2ccc(NC(=S)NC3CCCCC3)cc2)cc1)NC1CCCCC1,5,20,4,9,14,-34,-31,3,-20
CC(C(=O)N1CCC(C(N)=O)CC1)N(c1ccc(Oc2ccccc2)cc1)S(C)(=O)=O (stereo unspecified),-2,3,3,8,5,-14,0[20 µM],31,-8
Cc1cc(Nc2ccccc2)nc2cc(O)ccc12,-14,2,-4,10,5,-6,3,14,-10
COc1ccc(N(C)S(=O)(=O)c2cccc(C(=O)NC3CCCCCC3)c2)cc1,1,-1,0,4,7,-6,-23,8,-1
O=S(=O)(NCc1ccc(F)cc1)c1ccc2c(c1)OCCO2,4,1,-4,14,0,-11,-5,-21,-4
CC(N=C1NC(C)(C)Cc2ccccc21)C(=O)O (stereo unspecified),0,-5,4,5,2,2,-4,8,10
O=S(=O)(Nc1nc2ccccc2nc1NCCN1CCOCC1)c1cccc(Cl)c1,-14,0,2,6,8,-5,-86,-16,-11
CCCCCCCCn1ccc(=N)cc1,13,99*,-3,6,90*,7,-9,31,-8
O=C(O)c1ccccc1C(=O)Nc1ccccc1,-1,-4,8,5,-3,-8,-2[20 µM],33,0
CCOc1ccc(-n2cc(-c3ccccc3)c3c(SC(C)C(=O)OC)ncnc32)cc1 (stereo unspecified),-2,-1,2,11,1,-3,-5,14,-7
CCOC(=O)COc1cc(N2C(=O)CSCC2=O)c(Cl)cc1Cl,6,5,-6,6,8,-8,-2[20 µM],-14,1
COc1ccc2c(C=O)c[nH]c2c1,-7,-2,4,13,1,-25,-17,3,-7
C=CCn1c(SCC(=O)NCc2ccco2)nnc1-c1ccc2ccccc2n1,-1,-4,2,.,0,-14,-21[20 µM],1,-5
Cn1ncc([N+](=O)[O-])c1C(=O)NCc1ccccc1,-12,0,2,7,-2,-4,-11,8,0
Nc1nonc1C(=O)NCCNc1ccc([N+](=O)[O-])cn1,-27,2,0,5,6,-12,-12,26,-5
COc1ccc(S(=O)(=O)NCc2csc(-c3cccnc3)n2)cc1,-5,0,-4,9,0,-3,-25,17,-7
C/C(CS(=O)(=O)c1ccc(Cl)c(Cl)c1)=N/NC(N)=S,-2,-2,6,3,9,4,-20,22,-6
Fc1cc(F)cc(NC(=S)N2CCC(c3ccccc3)C2)c1 (stereo unspecified),-3,0,2,5,6,.,-34,17,0
CN(C)S(=O)(=O)c1cccc(NC(=S)N/N=C/c2ccc(O)c(O)c2O)c1,46,2,16*,9,1,-2,5,12,32*
CCOC(=O)C1=C(N)OC2=C(C(=O)CCC2)C1c1cccnc1 (stereo unspecified),-1,2,-5,9,6,-8,-9,28,-10
CCOc1ncccc1C(=O)N1CCN(c2ccc(C(F)(F)F)cn2)CC1,-4,5,-4,8,2,-2,-16,-3,2
COc1ccccc1-c1nnc2sc(COc3ccccc3)nn12,-3,1,-1,4,2,-10,-9,19,-9
COc1ccc(N2CCN(C(=O)C(C)(C)Oc3ccc(Cl)cc3)CC2)cc1,-6,-4,0,7,3,-4,-14,16,-1
CCn1c(SCC(N)=O)nnc1-c1ccco1,0,-2,4,19,5,-10,-19,8,1
# (list continues)
SMILES,TbHK1 inh,Ba/F3 V617F tox,p97 ATPase inh,PGE2 EP2 inh,BaF3 parental,NCF1 inh,Furin inh,PPC-1+TRAIL kill,RBBP9 inh
N#CC1=C(N)Oc2cc(N)ccc2C1c1ccc(F)cc1 (stereo unspecified),-12,-4,5,7,1,-7,-12[20 µM],-1,-12
O=C(/C=C/c1ccc([N+](=O)[O-])cc1)NCCc1ccc(F)cc1,-3,0,2,4,5,-2,-18,12,-2
COc1ccc(NC(=O)CN2CCN(c3ccccc3)CC2)cc1,0,-1,-1,5,-2,-20,-10,-7,-15
CCc1c(C(=O)Nc2nnc(C3CC3)s2)csc1C,-5,-2,4,8,-3,-7,-18[20 µM],11,-2
COc1cc(NS(=O)(=O)c2ccc(NC(=O)NC3CCCCC3)cc2)nc(OC)n1,5,-4,1,4,1,-19,-24[20 µM],-17,-9
CN(C)CCCCOc1ccc(F)cc1,5,0,4,5,11,-1,-13,-3,-12
CC1CCN(CCOCCOc2ccccc2Br)CC1,6,3,0,6,9,3,-16,19,0
CCOC(=O)c1cc(C#N)c(SCc2cccc3ccccc23)nc1C,-14,-1,2,9,6,-40,-9[20 µM],20,0
CCOc1cc(S(=O)(=O)NCCc2ccccc2C)c(OCC)cc1-n1cnnn1,-7,-2,-4,3,5,-4,-15,10,-8
COCCCn1c(=O)/c(=C\c2ccccc2OC(C)C)s/c1=C(/C#N)C(=O)Nc1ccc(C(=O)O)cc1,-32,2,-5,8,1,-134,10,13,-12
O=C(Cc1nn[nH]n1)NCCC1=CCCCC1,11,0,-1,15,6,-5,-6[20 µM],-10,-1
Oc1ccc(N2CCN(C(=S)NCc3ccccc3)CC2)cc1,-1,9,4,9,1,-4,-18,-5,-1
CC(C)(C)OC(=O)NNC1CC(=O)N(c2ccccc2F)C1=O (stereo unspecified),4,3,1,2,6,-1,-1[20 µM],30,4
CCn1c(=O)n(CC)c2cc(S(=O)(=O)Nc3c(C)cccc3C)ccc21,0,-3,2,14,5,-6,-16,-3,-11
CCOc1cc(CNc2ccc(O)cc2)cc(Br)c1OCc1ccccc1F,6,-1,8,20,4,7,-17[20 µM],12,3
O=C(CN1CCN(Cc2ccccc2)CC1)NC(=O)NCc1ccco1,2,1,2,11,5,-13,0,-6,-2
Fc1ccccc1Oc1nc(-c2ccncc2)nc2ccccc12,-12,-2,-2,22,4,-6,-4,-5,-8
COc1ccc(C(=O)Nc2ccc(S(=O)(=O)Nc3onc(C)c3C)cc2)c(OC)c1,-4,3,-4,4,2,-2,1,-5,-10
CCOC(=O)Cc1ccc2sc(-c3ccccc3)nc2c1,36,4,-10,8,6,3,6,-5,-6
CC1CCCCC1NCC(=O)NCc1ccc(F)cc1 (stereo unspecified),9,0,-6,8,10,4,-8,12,-4
CCOC(=O)c1c(C)n(C)c2cc(CN(C)C)c(O)c(S(=O)(=O)c3ccccc3)c12,-7,4,-5,4,5,2,-19,3,-7
CCCCOc1ccc(N(CC(=O)NC(C)(C)CC)C(=O)CCC(=O)Nc2ccccn2)cc1,-5,-2,2,11,2,-10,-19,10,-7
COC(=O)c1ccc(C2NC(=O)NC(C)=C2C(=O)N(C)C)cc1 (stereo unspecified),-2,-1,0,16,4,-17,-24,14,-6
Cc1ccc(-c2nc(N3CCOCC3)sc2C(=O)N2CCOCC2)cc1,-15,1,0,5,5,-5,-5,10,-2

# Compound profiles (already shown). Values in the order: TbHK1 inh	Ba/F3 V617F tox	p97 ATPase inh	PGE2 EP2 inh	BaF3 parental	NCF1 inh	Furin inh	PPC-1+TRAIL kill	RBBP9 inh
# CCOc1cc(CNc2ccc(O)cc2)cc(Br)c1OCc1ccccc1F is listed with 6	-1	8	20	4	7	-17[20 µM]	12	3
# CCOc1cc(S(=O)(=O)NCCc2ccccc2C)c(OCC)cc1-n1cnnn1 is listed with -7	-2	-4	3	5	-4	-15	10	-8
# CCOC(=O)c1cc(C#N)c(SCc2cccc3ccccc23)nc1C is listed with -14	-1	2	9	6	-40	-9[20 µM]	20	0
# CCCCOc1ccc(N(CC(=O)NC(C)(C)CC)C(=O)CCC(=O)Nc2ccccn2)cc1 is listed with -5	-2	2	11	2	-10	-19	10	-7
# O=C(CN1CCN(Cc2ccccc2)CC1)NC(=O)NCc1ccco1 is listed with 2	1	2	11	5	-13	0	-6	-2

# From PubChem

# Not all compounds are listed; the hit share may differ from the screen's.
